ERp5 inh – ERp5 (human) disulfide isomerase inhibition | Q15084 | 350,000 compounds, 0.05% hits | inhibition, % at 9.99 µM | ERp5 insulin aggregation, absorbance 650 nm, 90 min;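 active means mean replicate inhibition above about 25%, with every replicate also reaching it, limit read from the data, passing the limit was not always enough; inconclusive means only one of those two criteria met; inactive means neither criterion met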
Target sequence (Q15084 whole entry, looked up): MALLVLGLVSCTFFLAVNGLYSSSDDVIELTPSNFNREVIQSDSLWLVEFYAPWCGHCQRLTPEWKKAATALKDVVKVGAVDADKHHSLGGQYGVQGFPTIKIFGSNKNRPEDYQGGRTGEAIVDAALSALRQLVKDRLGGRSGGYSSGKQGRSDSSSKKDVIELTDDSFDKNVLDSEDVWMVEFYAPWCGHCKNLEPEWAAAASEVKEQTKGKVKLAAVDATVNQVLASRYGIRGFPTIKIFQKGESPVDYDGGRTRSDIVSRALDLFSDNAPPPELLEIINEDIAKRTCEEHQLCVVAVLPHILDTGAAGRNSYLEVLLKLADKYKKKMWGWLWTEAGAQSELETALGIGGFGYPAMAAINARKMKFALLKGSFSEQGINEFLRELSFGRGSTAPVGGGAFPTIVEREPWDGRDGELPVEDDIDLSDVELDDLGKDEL
miR-122 sensor – blocks miR-122 activity in Huh7 sensor cells; 340,000 compounds, 0.3% hits; Huh7 miR-122 Renilla luciferase sensor, 48 h; neutral wells = 0, positive control = 100; activation (reporter increase), % at 12.5 µM;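 active means mean replicate activation score at least 90 and every replicate individually at or above 90; inconclusive means only one of the two criteria met; inactive means neither criterion met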;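 further: higher luciferase means less miR-122 activity so hits act as miR-122 inhibitors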
DENV2 CPE rescue – inhibitors of DENV2 cytopathic effect | DENV2-infected cells, cytopathic effect rescue, plate reader | CPE inhibition, % at 9.99 µM | 350,000 compounds, 1.7% hits | AID 651640; in the data active means CPE inhibition above about 20%, passing the limit was not always enough; inconclusive means no clear call, values can overlap the other calls; tested in BHK-21 cells;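 further: 0% = median of neutral control wells and 100% = median of positive control wells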
SIRT5 block – inhibitors of human sirtuin-5 desuccinylase; Purified SirT5, succinyl-peptide AMC, trypsin-coupled fluorescence; inhibition, % at 15 µM; 330,000 compounds, 1.1% hits; AID 652115; in the data active means inhibition above about 15%; inconclusive means no clear call, values can overlap the other calls
Target sequence (Q9NXA8 whole entry, looked up): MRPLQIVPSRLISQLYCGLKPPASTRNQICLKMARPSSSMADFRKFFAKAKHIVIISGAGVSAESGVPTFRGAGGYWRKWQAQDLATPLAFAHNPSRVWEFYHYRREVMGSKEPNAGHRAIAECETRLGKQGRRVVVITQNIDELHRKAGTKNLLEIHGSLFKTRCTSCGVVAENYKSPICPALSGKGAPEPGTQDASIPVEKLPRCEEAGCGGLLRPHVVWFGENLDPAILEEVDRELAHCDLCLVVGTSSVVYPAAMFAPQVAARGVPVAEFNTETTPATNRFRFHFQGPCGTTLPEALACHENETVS
CFTR F508del cor – correctors of CFTR F508del function in bronchial epithelial cells; 350,000 compounds, 0.36% hits; CFBE cells, YFP halide quenching; stimulated with forskolin plus potentiator P3; % fluorescence drop versus neutral controls; activity (quench increase), % at 7.58 µM;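 active means mean added fluorescence quench of at least 8% versus neutral control, with both replicates also reaching 8%; inconclusive means only one of the mean or replicate conditions met; inactive means mean below 8% and not both replicates reaching 8%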;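 further: cells transiently co-express mutant CFTR-F508del with the halide-sensitive YFP; corrector assay measuring rescue of mutant channel to the surface after 24 h compound exposure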
Casp6 inh – caspase-6 (human) enzyme inhibition | inhibition, % at 12.5 µM | purified caspase-6, Z-VEID-R110 cleavage fluorescence | 350,000 compounds, 0.53% hits | P55212;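 active means mean inhibition across replicates at least about 35%, with every replicate also reaching that limit, limit read from the data; inconclusive means only one of the two criteria met; inactive means neither criterion met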;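 further: 0% = median of neutral control wells and 100% = no fluorescence left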
Target sequence (P55212 24-179 limits assumed): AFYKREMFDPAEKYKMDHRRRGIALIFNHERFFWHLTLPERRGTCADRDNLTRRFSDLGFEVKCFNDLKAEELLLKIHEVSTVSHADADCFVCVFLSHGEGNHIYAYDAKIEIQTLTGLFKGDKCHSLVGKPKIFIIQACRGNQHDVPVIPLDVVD
Target sequence (P55212 194-293 limits assumed): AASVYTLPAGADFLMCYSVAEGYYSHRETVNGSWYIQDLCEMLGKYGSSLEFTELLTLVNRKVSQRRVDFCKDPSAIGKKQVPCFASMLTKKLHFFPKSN
ERAP1 inh – ERAP1 (human) enzyme inhibition; recombinant ERAP1, Leu-AMC fluorescence, 60 min; inhibition, % at 10.7 µM; 340,000 compounds, 0.15% hits; AID 652197;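 active means mean replicate inhibition of at least 30%, or all replicates individually reaching that 30% level; inactive means mean below 30% and not every replicate reaching it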;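 further: 0% = neutral control wells and 100% = L-leucinethiol positive control wells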
* = called active by the depositor; ? = inconclusive; nt = not tested or not shown; & = joins results of further samples; [ ] = remark or other dose.

1. Cc1nc2scc(C)n2c(=O)c1S(=O)(=O)N1CCN(c2ccc(F)cc2)CC1
2. CCc1ccc2oc(-c3ccc(N)cc3)nc2c1
3. CCOc1c(Nc2cccc(Cl)c2)c(=O)c1=O
4. CC(C)NC(=O)OC1CC2CC1[C@H]1CCCCN1C2=O (stereo partly drawn)
5. COc1ccccc1N1C(=O)c2ccc(C(=O)Nc3cccc(C(C)=O)c3)cc2C1=O
6. S=c1[nH]nc(-c2ccc3ccccc3n2)n1-c1ccccc1Cl
assay / entry	1	2	3	4	5	6
ERp5 inh	-2	-2	-2	2	0	-2
miR-122 sensor	nt	1	nt	nt	-3	nt
DENV2 CPE rescue	0	nt	-4	2	-4	2
SIRT5 block	-1	-3	3	2	-8	-3
CFTR F508del cor	0.3	0.6	-3.4	-0.8	-3.3	nt
Casp6 inh	2	3	1	-3	3	-3
ERAP1 inh	0	-1	2	-2	-1	-3

Profiles as entered above:
CCOc1c(Nc2cccc(Cl)c2)c(=O)c1=O is entered as ERp5 inh: -2; miR-122 sensor: nt; DENV2 CPE rescue: -4; SIRT5 block: 3; CFTR F508del cor: -3.4; Casp6 inh: 1; ERAP1 inh: 2
Cc1nc2scc(C)n2c(=O)c1S(=O)(=O)N1CCN(c2ccc(F)cc2)CC1 is entered as ERp5 inh: -2; miR-122 sensor: nt; DENV2 CPE rescue: 0; SIRT5 block: -1; CFTR F508del cor: 0.3; Casp6 inh: 2; ERAP1 inh: 0

(list continues)
7. CCCC(=O)N1CCC1(C)C(=O)Nc1ccccn1 (stereo not drawn)
8. OC[C@H]1NC[C@@H](O)[C@@H]1O
9. CO[C@H]1/C=C/O[C@@]2(C)Oc3c(C)c(O)c4c(O)c(c5c(c4c3C2=O)NC2(CCN(CC(C)C)CC2)N=5)=NC(=O)/C(C)=C\C=C\[C@H](C)[C@H](O)[C@@H](C)[C@@H](O)[C@@H](C)[C@H](OC(C)=O)[C@@H]1C
10. CCOC(=O)c1cnc2c(Cl)cccc2c1NCCN1CCOCC1
11. O=C(NC1CCCC1)C(c1ccco1)N(C(=O)c1ccco1)c1ccc(F)cc1 (stereo not drawn)
12. COc1ccc(NC(=O)CSc2nc3ccccc3c3nc4ccccc4n23)cc1
assay / entry	7	8	9	10	11	12
ERp5 inh	-2	-2	-3	1	-4	-3
miR-122 sensor	-2	-1	-10	nt	4	nt
DENV2 CPE rescue	4	7	110*	-4	-2	-6
SIRT5 block	nt	-4	nt	-2	-4	-2
CFTR F508del cor	0.3	-3.3	0.5	0.2	1.8	6.3
Casp6 inh	2	-1	-2	1	-2	1
ERAP1 inh	0	-2	-3	-2	-3	-1

13. CNC(=O)c1ccc(NC(=O)c2cccc(C(F)(F)F)c2)cc1
14. Cc1c(C(=O)N/N=C/c2ccccn2)nnn1-c1nonc1N
15. C[C@@H]1CN([C@@H](C)CO)C(=O)c2cc(NS(C)(=O)=O)ccc2O[C@H]1CN(C)CC1CCCCC1
16. CCOC(=O)c1cc(-c2sc(NC(=O)c3ccccc3)nc2C)n(-c2ccc(Br)cc2)n1
17. O=C(NCc1ccccc1Cl)C(=O)NCC1CCCN1S(=O)(=O)c1cccs1 (stereo not drawn)
18. COC(=O)c1ccc(C(=O)Nc2nnc(-c3cccnc3)o2)cc1
assay / entry	13	14	15	16	17	18
ERp5 inh	1	0	-3	1	4	4
miR-122 sensor	0	-1	41[16.7 µM]	-4	3	nt
DENV2 CPE rescue	-6	2	-1	2	-1	12
SIRT5 block	nt	4	4	-3	-1	3
CFTR F508del cor	1.8	-1.1	-3.1	-4.1	0.9	6.0
Casp6 inh	-1	nt	5	-1	-4	-2
ERAP1 inh	2	-2	2	nt	0	-2

19. COc1ccccc1NC(=O)Nc1ccnn1C1CCN(C(=O)C2CCOC2)CC1 (stereo not drawn)
20. CCn1ccnc1CN(C)Cc1cn(-c2ccccc2)nc1-c1ccc(OC)cc1F
21. O=C1[C@H]2[C@@H](c3ccc(C(F)(F)F)cc3)N[C@]3(CCCN(Cc4ccc(F)cc4)C3=O)[C@H]2C(=O)N1Cc1ccccc1
22. Cc1ccc(S(=O)(=O)Nc2cccc3c2O[C@H](CN(C)C(=O)NC2CCCCC2)[C@@H](C)CN([C@H](C)CO)C3=O)cc1
23. Cc1noc(C)c1NC(=O)Nc1ccc2c(c1)C(=O)N(C)[C@H]1CC[C@H](CC(=O)Nc3ccc4c(c3)CCCC4)O[C@@H]1CO2
24. COc1ccc(NC(=O)N2CC[C@@H]3[C@H]2c2cc(Br)ccc2N(C)[C@@H]3CO)cc1
assay / entry	19	20	21	22	23	24
ERp5 inh	2	0	-4	7	3	2
miR-122 sensor	-6	-9	-1	33[16.7 µM]	30[16.7 µM]	-1[16.7 µM]
DENV2 CPE rescue	2	-6	-2	nt	3	-5
SIRT5 block	nt	-2	-1	4	4	3
CFTR F508del cor	2.7	-1.2	2.1	-2.2	-1.6	-0.8
Casp6 inh	-1	3	0	1	-2	-2
ERAP1 inh	-3	3	-3	-1	1	0

25. COc1ccccc1-c1cccc(-c2nc(C(=O)Nc3nccs3)cc3c2[C@H](CCO)N(C(C)=O)C3)c1
26. CO[C@@H]1CN(C)C(=O)c2cc(NC(=O)Nc3cccc(F)c3)ccc2OC[C@H](C)N(C(=O)Nc2c(C)noc2C)C[C@H]1C
27. Cc1cccc(C)c1OCC(=O)OCC(=O)Nc1ccc(Cl)cn1
28. CCCC(=O)Oc1cccc(C2NC(=O)c3ccccc3O2)c1 (stereo not drawn)
29. O=C(NC(=S)Nc1ccc(CN2CCOCC2)cc1)c1ccco1
30. CC(=O)N(C)C[C@H]1Oc2ncc(C#Cc3cccc(F)c3)cc2C(=O)N([C@H](C)CO)C[C@@H]1C
assay / entry	25	26	27	28	29	30
ERp5 inh	0	2	1	-2	nt	7
miR-122 sensor	nt	nt	-3	1	0	-4[16.7 µM]
DENV2 CPE rescue	-2&-16	1	-4	-2	2	6
SIRT5 block	1	-2	0	-1	-2	-1
CFTR F508del cor	3.5&4.1	-3.7	23*	-0.1	-1.8	-1.2
Casp6 inh	2&0	1	-4	2	0	1
ERAP1 inh	-2&-5	-3	-1	-1	1	3

31. O=c1[nH]c2ccccc2c2nc(-c3cccc(S(=O)(=O)N4CCCC4)c3)nn12
32. C[C@@H]1CN([C@H](C)CO)C(=O)c2cccc(NS(=O)(=O)c3ccccc3)c2O[C@H]1CN(C)S(=O)(=O)c1ccccc1
33. COCCN(C(=O)c1ccc(COc2ccccc2)o1)c1c(N)n(CC(C)C)c(=O)[nH]c1=O
34. C[C@@H]1CN([C@H](C)CO)C(=O)Cc2cc(NS(=O)(=O)c3ccc(Cl)cc3)ccc2O[C@H]1CN(C)Cc1ccc(Cl)c(Cl)c1
35. C[C@@H]1CN([C@@H](C)CO)C(=O)c2cc(NC(=O)NC3CCCCC3)ccc2O[C@@H](C)CCCCO[C@@H]1CN(C)C(=O)Nc1ccc2c(c1)OCO2
36. O=C(NCC[C@@H]1CC[C@@H](NC(=O)C2CC2)[C@H](CO)O1)c1cnccn1
assay / entry	31	32	33	34	35	36
ERp5 inh	?	0	-2	3	nt	-2
miR-122 sensor	12	6[16.7 µM]	-10	-14[16.7 µM]	-6[16.7 µM]	nt
DENV2 CPE rescue	5	0	16	13	-11	2
SIRT5 block	-1	0	-1	15	nt	2
CFTR F508del cor	-1.9	0.5	-1.7	-2.1	-4.3	-0.7
Casp6 inh	4	0	3	nt	nt	3
ERAP1 inh	0	-2	3	-4	nt	0

37. C[C@H]1CN([C@@H](C)CO)C(=O)c2cc(C#Cc3ccccc3F)cnc2O[C@@H]1CN(C)C(=O)Cc1ccncc1
38. CC(=O)c1cccc(-c2ccnc3c2CC(C(=O)Nc2cccc(Oc4ccccc4)c2)O3)c1 (stereo not drawn)
39. O=C(c1ccc(Cn2c(=S)[nH]c3ccc(N4CCOCC4)cc3c2=O)cc1)N1CCC(N2CCCCC2)CC1
40. CC1=NNC(=O)C1CC(=O)N/N=C/C=C/c1ccccc1 (stereo not drawn)
41. CS(=O)(=O)N1C[C@H](O)COC[C@@H]2O[C@@H](CC(=O)NCCc3ccncc3)CC[C@H]21
42. CN(C(=O)CC1C(=O)NCCN1Cc1ccc(F)cc1)C1CCOCC1 (stereo not drawn)
assay / entry	37	38	39	40	41	42
ERp5 inh	-2	-2	-3	-7	3	5
miR-122 sensor	-8[16.7 µM]	-5	nt	2	2[16.7 µM]	0
DENV2 CPE rescue	-3	-9	1	-9	7	3
SIRT5 block	7	9	-1	-2	0	-7
CFTR F508del cor	-2.7	-0.4	-2.3	-1.0	1.5	0.3
Casp6 inh	1	0	-2	-1	-1	0
ERAP1 inh	3	-1	3	3	1	-1

Quoted from the listing.
cpd 11 in ERAP1 inh shows -3
cpd 20 in miR-122 sensor shows -9
cpd 3 in CFTR F508del cor shows -3.4

Carrying on.
43. O=C(NCC1CCCO1)c1ccccc1NS(=O)(=O)c1cccs1 (stereo not drawn)
44. CN(C)C(=O)CCc1ccc2c3c([nH]c2c1)[C@]1(CCc2ccccc2)[C@@H](C(=O)N2CCCCC2)C[C@H](CC(=O)NCc2cccc(C(F)(F)F)c2)C(=O)N1CC3
45. CCOC(=O)CN=C1CC(C)(C)CC2=C1Sc1ncnc(N(C)C)c1N2
46. C[C@H](CO)N1C[C@H](C)[C@@H](CN(C)C)OCCCC[C@H](C)Oc2ccc(NC(=O)c3ccncc3)cc2C1=O
47. CCN1C(=O)[C@H]2[C@@H](c3ccc(SC4CCCCC4)c(OC)c3)N[C@@](Cc3ccccc3)(C(=O)OC)[C@H]2C1=O
48. COc1cc(NC(=S)NC2CC(C)(C)NC(C)(C)C2)c(OC)cc1Cl
assay / entry	43	44	45	46	47	48
ERp5 inh	1	-3	2	-1	-3	-7
miR-122 sensor	-6	1	-2	7[16.7 µM]	-7	nt
DENV2 CPE rescue	?	-4	4	65*	5	2
SIRT5 block	3	-1	1	-7	nt	-6
CFTR F508del cor	3.6	0.7	-2.3	-3.0	-0.5	4.4
Casp6 inh	2	7	2	0	-1	2
ERAP1 inh	-3	nt	8	0	0	-3

49. COCCCN1CC(=O)N2C(c3ccccc3)c3[nH]c4ccccc4c3C[C@H]2C1=O (stereo partly drawn)
50. COC(=O)CCN(Cc1cccc(OC)c1OC)S(=O)(=O)c1ccccc1Br
51. Cc1cccc(CC(=O)Nc2ccon2)c1
52. Cc1cc(OCC(=O)NCCCn2ccnc2)c2c(C)c(C)c(=O)oc2c1
53. Cc1noc(C)c1NC(=O)Nc1ccc2c(c1)C(=O)N([C@H](C)CO)C[C@@H](C)[C@@H](CN(C)S(=O)(=O)c1cn(C)cn1)OCCCC[C@H](C)O2
54. CCCNC(=O)c1n[nH]c2c1CC(C(C)(C)CC)CC2 (stereo not drawn)
assay / entry	49	50	51	52	53	54
ERp5 inh	16	1	3	8	1&-1	2
miR-122 sensor	nt	nt	3	0	-2	-2
DENV2 CPE rescue	2	?	1	-1	0	?
SIRT5 block	-3	-5	nt	-12	0&-1	-1
CFTR F508del cor	1.2	-2.9	-3.7	-1.0	-3.0&0.1	0.2
Casp6 inh	-3	1	-4	2	1&-3	-7
ERAP1 inh	-1	-2	-1	0	8&0	-4

55. CC(=O)Nc1ccc(S(=O)(=O)N2CCN=C2SCc2cccnc2)cc1
56. C/C(=N/NS(=O)(=O)c1ccc(C)cc1)[C@H]1C[C@@H]1c1ccccc1
57. CO[C@H]1CN(C)C(=O)c2ccc(NC(=O)C3CCC3)cc2OC[C@@H](C)N(Cc2cccnc2)C[C@@H]1C
58. O=C(O)CN1C(=O)C2(OCCO2)c2cc(Br)ccc21
59. COc1ccc(CNC(=O)Cn2ccc([N+](=O)[O-])n2)cc1OC
60. C[n+]1ccccc1Nc1cc([N+](=O)[O-])ccc1N
61. CSCCC(NC(=O)c1ccccc1)C(=O)N1CCCCCCC1 (stereo not drawn)
62. COc1ccc2c3c(n(C)c2c1)[C@H](CO)N(CC1CCOCC1)CC31CN(CC2CCOCC2)C1
assay / entry	55	56	57	58	59	60	61	62
ERp5 inh	-3	1	-2	nt	3	-2	-2	-6
miR-122 sensor	nt	0	-3[16.7 µM]	6	-4	-5	-9	nt
DENV2 CPE rescue	-7	-2	8	0	-1	-1	2	?
SIRT5 block	-4	-6	0	-3	-3	6	-1	nt
CFTR F508del cor	2.9	2.4	-0.5	0.0	-0.5	-0.6	3.1	-1.5
Casp6 inh	-1	-2	3	0	0	-2	-3	nt
ERAP1 inh	-2	0	-2	1	-2	11	2	2
